From PubChem
ATXN viability – Viability Counterscreen for Primary qHTS for Inhibitors of ATXN expression; S2 cells (HEK-293 line with an ATXN2-luciferase reporter) viability, CellTiter-Fluor protease fluorescence, 24 h; Potency, µM (doses to about 56.7 µM), most hits filed as cytotoxic; actives 0.49% (n = 400,000); also: potency is read from the fitted curve at half-maximal effect; nearly all actives have a fitted effect of over 40% in size
HT1080-NT tox – qHTS for induction of synthetic lethality in tumor cells producing 2HG: qHTS for the HT-1080-NT fibrosarcoma cell line. Potency, µM (top dose mostly 46.1 µM), for the others: top-dose activity, negative = less viability, hits mostly cytotoxic. actives 1.6% (n = 360,000). AID 686970, 2013. HT-1080-NT fibrosarcoma viability, CellTiter-Glo ATP luminescence, 48 h;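 also: NT is the 2HG producing partner of a matched IDH1 knockdown line; potency is read from the fitted curve at half-maximal effect; 0% = DMSO-treated cells and -100% = media-only wells without cells; nearly all actives have a fitted effect of over 55% in size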
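HT-1080-NT; 750 cells/well; 5% FBS RPMI; 48 h compound, 37 degrees C; CellTiter-Glo luminescence; curve fitting and curve-class assignment.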
SW480 rereplic – A quantitative high throughput screen for small molecules that induce DNA re-replication in SW480 colon adenocarcinoma cells | actives 1.8% (n = 340,000) | Potency, µM (series often up to 46.1 µM), for the others: at the top dose re-replication activation, most hits filed as activators | AID 624297, 2012 | SW480 DNA re-replication, Hoechst DNA content imaging, 48 h; also: potency is read from the fitted curve at half-maximal effect; % of control where 0% means no effect; nearly all actives have a fitted effect of over 55% in size
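250 cells/well; 23 nL cpd via pin tool; 48 hr, 37 C, 5% CO2; Hoechst 40 min; imager read of total nuclear intensity, ex 405/em 500-530 nm.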
MCF10A rerep – A quantitative high throughput screen for small molecules that induce DNA re-replication in MCF 10a normal breast cells; AID 624296, 2012; MCF 10A DNA re-replication, Hoechst nuclear intensity, 48 h; Potency, µM (highest dose often 46.1 µM), inactives show at the highest dose activity, positive = re-replication, usual class: activators; actives 2.9% (n = 350,000); also: potency is read from the fitted curve at half-maximal effect; % of control where 0% means no effect; nearly all actives have a fitted effect of over 50% in size
HepG2 tox – qHTS for Inhibitors of TGF-b: Cytotox Counterscreen. actives 0.76% (n = 410,000). HepG2 CAGA-GFP viability, ATP luminescence, 18 h. Potency, µM (doses to about 46.1 µM), for inactives: at the highest dose activity change, negative = cytotoxicity, usual class: cytotoxic; also: potency is read from the fitted curve at half-maximal effect; some results filed as inactive show a strong effect at the top dose
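HepG2 CAGA-GFP cells (1000/well, DMEM with 1% FBS) received compound, then TGF-beta at 500 pg/mL final, and were incubated 18 hours at 37 degrees C. Viability was read by CellTiter-Glo luminescence. Media-only wells were set as complete cell-killing and DMSO as no toxicity.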
ATXN2 expr inh – Primary qHTS for Inhibitors of ATXN expression; HEK-293 ATXN2-luciferase reporter, luminescence, 24 h; AID 1745845, 2022; actives 0.72% (n = 360,000); Potency, µM (series often up to 57 µM), without a hit: at the highest dose activity change, negative = inhibition, most hits filed as inhibitors; also: potency is read from the fitted curve at half-maximal effect; % is scaled to controls: 0 for no effect and ±100 for the full control effect; nearly all actives have a fitted effect of over 55% in size
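ATXN2-luciferase reporter cells (luciferase flanked by upstream and downstream ATXN2 gene portions) were treated 24 h at 37 °C with compounds at up to 57 uM. SteadyGlo luminescence gave expression; GF-AFC fluorescence gave viability.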
KB-3-1 tox – qHTS assay for MDR1-selective chemotherapeutics: Primary screen using the parental adenocarcinoma cell KB-3-1; Potency, µM (doses to about 46.1 µM), without a hit: at the highest dose activity change, negative = cytotoxic, hits mostly cytotoxic; AID 1347075, 2019; KB-3-1 viability, CellTiter-Glo ATP luminescence, 72 h; actives 1.4% (n = 400,000); also: potency is read from the fitted curve at half-maximal effect; % is scaled to controls: 0 for no effect and ±100 for the full control effect; nearly all actives have a fitted effect of over 60% in size
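72 h, 37 °C compound treatment of KB-3-1 parental cells; CellTiter-Glo added, 10 min, luminescence read. Data corrected against DMSO-only plates and normalized before curve fitting.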
HT1080 IDH1KD tx – qHTS for induction of synthetic lethality in tumor cells producing 2HG: qHTS for the HT-1080-IDH1KD cell line | HT-1080 IDH1 knockdown viability, ATP luminescence, 48 h | Potency, µM (doses to about 46.1 µM), for inactives: at the highest dose activity, negative = toxicity, most hits filed as cytotoxic | actives 2% (n = 360,000);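 also: potency is read from the fitted curve at half-maximal effect; 0% = DMSO wells and -100% = cell-free medium wells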
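Cytotoxicity counter-line: IDH1KD HT-1080, 48 h, CellTiter-Glo. Curves classed by r2, magnitude and activity.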
IL1B secr inh – qHTS for Inhibitors of Inflammasome Signaling: IL-1-beta AlphaLISA Primary Screen; THP-1 LPS/ATP IL-1B secretion, AlphaLISA, 16 h; active compounds read low; activity change, % at 57.5 µM; actives 4.7% (n = 360,000); AID 743279, 2014; in the data active = activity change below about -50%; inconclusive = mostly about -30% to -49%; also: % is scaled to controls: 0 for no effect and ±100 for the full control effect
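THP-1 cells pretreated 1 hr with compounds (up to 57.5 uM final), then stimulated with LPS (250 ng/mL final) plus ATP (1.25 mM final); secreted IL-1B measured by AlphaLISA after 16 hr, decreased signal indicating inhibition.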
The depositor's hits bear a star; i = inactive; ? = inconclusive; . = not tested or not shown; [ ] = dose if it differs, or a comment. Unless noted, calls follow the shape of the dose curve; as a rule, active = well fitted curve in the direction sought with a large enough effect; inconclusive = small, poorly fitted or top-dose-only effect, or another doubt; inactive = no such curve, though single readings can be large; an effect the other way counts as inactive or inconclusive.

Screens in order: HepG2 tox | HT1080 IDH1KD tx | KB-3-1 tox | SW480 rereplic | MCF10A rerep | IL1B secr inh | ATXN viability | HT1080-NT tox | ATXN2 expr inh
CCc1ccc2[nH]c(=O)c(CN(Cc3ccc(OC)cc3)Cc3nnnn3CCOC)cc2c1
    -43% | -4% | 2% | ? | ? | ? | i | -5% | -6%
Cc1ccc2cc([N+](=O)[O-])ccc2n1
    -3% | 10% | 13% | -8% | -1% | 7 | i | 13% | -5%
COc1ccc(CNC(=O)Cn2ccc3cc(S(=O)(=O)N4CCCCC4)ccc32)c(OC)c1
    -14% | . | -9% | . | . | . | ? | . | -5%
CC(C)CNC(=O)C1c2ccccc2Oc2ccccc21
    -10% | 10% | 4% | -31%[inhibitor] | -47%[inhibitor] | 0 | i | 10% | -22%
CC(=O)c1ccccc1OCc1ccc(C(=O)c2ccccc2)cc1
    -26% | -7% | ? | -6% | ? | -29 | i | 0% | .
COC(=O)c1ccc(NC(=O)C2CC(=O)N(c3ccc(C)cc3)C2)cc1 (configuration not stated)
    -29% | 15% | 12% | -23% | 0% | 4 | i | 4% | 9%
CC1C(=O)N2CCCc3cc(NS(=O)(=O)c4ccccc4)cc1c32 (configuration not stated)
    2% | -4% | -3% | -17% | -2% | 7 | ? | -2% | -3%
O=C(COC(=O)c1cc(Br)ccc1O)NC12CC3CC(CC(C3)C1)C2
    2% | 11% | -1% | -10% | 0% | 7 | i | 0% | -11%
COc1ccc(NC(=O)C2CC(c3ccc(Cl)cc3)=NO2)cc1 (configuration not stated)
    -10% | 0% | 4% | 3% | 15% | 41 | i | 11% | -13%
Cn1c(-c2ccc(F)cc2)cnc1SCC(=O)Nc1ccccc1N1CCOCC1
    -21% | -2% | 11% | 2%[9.22 µM] | 2% | -14 | i | -1% | 31%[activator]
Cn1ccnc1SCC(=O)c1ccc(C#N)cc1
    -17% | 8% | 2% | -5% | -8% | -2 | i | 10% | 5%
COc1ccccc1C(=O)Nc1ccc(OCC(=O)N2C(C)CCCC2C)cc1 (configuration not stated)
    -16% | 10% | -3% | -15% | 2% | -8 | ? | 14% | .
COc1ccccc1-c1noc2c1C(=O)N(Cc1cn(-c3ccccc3OC)nn1)CC2
    . | -10% | 0% | . | . | 61 | i | 7% | -10%
CCNc1ccc(Br)cc(C(=O)/C=C/c2ccccc2Cl)c1=O
    -61% | 13µM* | ? | ? | ? | -104* | ? | ? | 20µM*
Cc1nn(-c2ccccn2)c2c1C(c1ccncc1)C1=C(CC(C)(C)CC1=O)N2 (configuration not stated)
    -12% | -16% | 0% | -3% | 9% | -8 | i | -3% | 1%
CN(C)S(=O)(=O)N1CCC(n2nccc2NC(=O)CCCc2ccccc2)CC1
    -23% | 0% | 17% | -8% | -4% | -2 | i | 0% | 4%
CCN(CC(=O)Nc1c(F)cccc1F)C(=O)CCC(=O)c1ccc(F)cc1
    5% | 0% | 19% | -5% | -1% | 5 | i | 3% | -7%
O=C(NCCN1CCOCC1)c1ccc2c(c1)N(Cc1ccc(Cl)cc1)CCS2
    -5% | -14% | -13% | -2% | 0% | ? | i | -11% | -30%
O=C1CCCCCCC1Sc1ccccc1[N+](=O)[O-] (configuration not stated)
    0% | 2% | 22% | -4% | -7% | 12 | i | -2% | 1%
COc1ccc(C2(C)NC(=O)NC2=O)cc1OC (configuration not stated)
    13% | 11% | 4% | -7% | 7% | -2 | i | ? | 12%
CSCCC(NC(=O)c1cccc(S(=O)(=O)N2CCN(C(C)=O)CC2)c1)c1nc2ccccc2[nH]1 (configuration not stated)
    -7% | 0% | 12% | 0% | 4% | ? | i | -8% | -9%
O=C(COC(=O)CNC(=O)c1ccccc1)NC12CC3CC(CC(C3)C1)C2
    -35% | -3% | 4% | . | . | -7 | i | -3% | .
COc1cc(/C=C/C(=O)OCC(=O)NCc2ccc3c(c2)OCO3)cc(OC)c1OC
    0% | 4% | 2% | 0% | -2% | -13 | i | 2% | 0%
Cc1cc2cc(CN(CC3CCCO3)C(=O)c3cnccn3)c(=O)[nH]c2cc1C (configuration not stated)
    -2% | ? | 19% | -3% | -4% | -1 | i | -6% | 6%
Nc1nnnn1/N=C/c1ccccc1OCc1ccccc1
    -25% | -4% | 18% | -6% | 8% | -28 | i | 3% | -15%
CCOC(=O)c1ccc(NC(=O)c2nccnc2C(=O)O)cc1
    0% | -3% | 2% | -1% | 15% | 3 | i | -9% | 2%
CCCNC(=S)NC1CC2CCCC(C1)N2Cc1ccccc1OC (configuration not stated)
    -24% | 6% | -2% | . | . | -5 | i | -3% | .
Cc1ccccc1NC(=O)Cc1nc(COC(=O)CSc2ccc(F)cc2)cs1
    -30% | 3% | -5% | . | . | 17 | i | -3% | .
CCCNC(=O)c1ccc(COc2ccc(C)cc2)o1
    -16% | 9% | -5% | -8% | 1% | -8 | i | 4% | .
COc1ccc(CC(=O)NCc2ccc3c(c2)cc(C)n3C)cc1OC
    -26% | -1% | 1% | 0% | 1% | -2 | i | 8% | .
CC1(c2nnc(-c3ccc(Cl)cc3)o2)CC(c2ccc(Cl)cc2)=NO1 (configuration not stated)
    0% | 12% | 2% | ? | ? | -9 | i | 12% | -3%
COc1ccc(S(=O)(=O)N2CCCOC2CNC(=O)C(=O)NCCc2ccco2)cc1 (configuration not stated)
    -15% | 11% | . | 3% | -2% | -14 | i | 4% | 1%
NC(Cc1ccccc1)c1csc(Nc2nncc3ccccc23)n1 (configuration not stated)
    -101% | ? | ? | . | . | -26 | . | ? | ?
O=C(NC(=S)Nc1ccc(Br)cc1)C1CCCCC1
    -31% | 11% | 9% | 18% | 11% | 0 | i | -1% | 7%
CC(C)(C)C(=O)n1nc(-c2ccccc2)oc1=O
    5% | -16% | -1% | 2% | 9% | 1 | i | -1% | -14%
Cc1c(C(=O)NCc2ccc(Cl)c(Cl)c2)sc(=O)n1Cc1ccc(S(=O)(=O)N(C)C)cc1
    -22% | ? | 8.2µM* | . | . | -24 | i | -12% | -20%
O=C(CSc1nnc(-c2ccc(S(=O)(=O)N3CCCC3)cc2)n1CC1CCCO1)NC1CC1 (configuration not stated)
    -11% | 19% | 2% | -8% | -2% | 2 | i | 11% | -1%
O=S(=O)(NC1CCCCC1N1CCN(c2cccc(Cl)c2)CC1)c1ccccc1 (configuration not stated)
    -2% | -1% | -24% | 8% | 9% | 95 | i | -2% | 10%
O=C1NC[C@@H](CCCCN2C[C@H](Cc3ccc(O)cc3)N(CCC3CCCCC3)C(=O)C2=O)N(CCc2ccc(O)cc2)C1=O
    . | 18% | 23% | . | . | -8 | i | 18% | 17%
Cc1ncc(C23CC4CC(CC(C4)C2)C3)[nH]1
    -41% | -8% | ? | -15% | -4% | -11 | i | -15% | 0%
COC(=O)c1cn(-c2cccc(C)n2)cn1
    7% | 14% | -4% | 0% | 0% | -19 | i | -1% | -15%[11.3 µM]
COc1ccc(OC)c(C2=NOC(C(=O)Nc3cccnc3)C2)c1 (configuration not stated)
    5% | 25% | 0% | -2% | -8% | 0 | i | 16% | -2%
COc1cccc(-c2ncc3ccccc3c2COC(=O)c2ccc(F)cc2)c1
    -1% | -17% | -1% | 16%[9.22 µM] | 36% | -10 | i | -2% | -18%
COc1ccc(OC)c(CNC(=O)c2ccccc2NC(=O)c2nsc3ccccc23)c1
    -12% | . | 4% | . | . | . | i | . | 12%
Cc1ccc2[nH]c(CSc3ccccc3)cc(=O)c2c1
    0% | -7% | -23% | -5% | 12% | 10 | ? | -14% | -30%
Cc1sc(NC(=O)c2ccc3ncsc3c2)c(C(N)=O)c1C
    0% | 22% | 7% | 3% | 0% | -24 | ? | 16% | 47%[activator]
O=C(N/N=C/c1ccc(-c2ccccc2)o1)c1ccccc1O
    -23% | 4% | 0% | ? | ? | -3 | i | 5% | -4%

Rewritten as a markdown table: 9 of the compounds above
| mol | HepG2 tox | HT1080 IDH1KD tx | KB-3-1 tox | SW480 rereplic | MCF10A rerep | IL1B secr inh | ATXN viability | HT1080-NT tox | ATXN2 expr inh |
| --- | --- | --- | --- | --- | --- | --- | --- | --- | --- |
| O=C1NC[C@@H](CCCCN2C[C@H](Cc3ccc(O)cc3)N(CCC3CCCCC3)C(=O)C2=O)N(CCc2ccc(O)cc2)C1=O | . | 18% | 23% | . | . | -8 | i | 18% | 17% |
| Cc1ncc(C23CC4CC(CC(C4)C2)C3)[nH]1 | -41% | -8% | ? | -15% | -4% | -11 | i | -15% | 0% |
| COC(=O)c1cn(-c2cccc(C)n2)cn1 | 7% | 14% | -4% | 0% | 0% | -19 | i | -1% | -15%[11.3 µM] |
| COc1ccc(OC)c(C2=NOC(C(=O)Nc3cccnc3)C2)c1 (configuration not stated) | 5% | 25% | 0% | -2% | -8% | 0 | i | 16% | -2% |
| COc1cccc(-c2ncc3ccccc3c2COC(=O)c2ccc(F)cc2)c1 | -1% | -17% | -1% | 16%[9.22 µM] | 36% | -10 | i | -2% | -18% |
| COc1ccc(OC)c(CNC(=O)c2ccccc2NC(=O)c2nsc3ccccc23)c1 | -12% | . | 4% | . | . | . | i | . | 12% |
| Cc1ccc2[nH]c(CSc3ccccc3)cc(=O)c2c1 | 0% | -7% | -23% | -5% | 12% | 10 | ? | -14% | -30% |
| Cc1sc(NC(=O)c2ccc3ncsc3c2)c(C(N)=O)c1C | 0% | 22% | 7% | 3% | 0% | -24 | ? | 16% | 47%[activator] |
| O=C(N/N=C/c1ccc(-c2ccccc2)o1)c1ccccc1O | -23% | 4% | 0% | ? | ? | -3 | i | 5% | -4% |

Rows were taken by chance. Share with any hit: about 8.9%.
